Screens as filed in PubChem BioAssay.
PfHsp90 set2: inhibits growth of yeast expressing Plasmodium falciparum Hsp90; S. cerevisiae expressing PfHsp90, BacTiter-Glo ATP, 48 h; yeast lacking PDR1 and PDR3 efflux regulators; inhibition, % at 9.4 µM; hit rate 0.32% among 310,000;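 active = every replicate shows inhibition above about 80%, whatever the replicate mean, limit read from the data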;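 note: 0% = DMSO neutral controls and 100% = 20 µM radicicol positive controls; yeast relying on Plasmodium falciparum Hsp90 in place of its own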
dFosB activator: enhances mouse delta FosB homodimer DNA binding. P13346. AID 493131. purified delta FosB, TAMRA-CDK5 oligo fluorescence polarization; percent of positive-control signal above neutral wells. activation, % at 25 µM. hit rate 0.99% among 340,000;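 active = mean activation above about 17%, with every replicate also reaching it, limit read from the data, passing the limit was not always enough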;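 note: fluorescence polarization rise as delta FosB binds a TAMRA Cdk5 AP-1 oligo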
SR-BI HDL uptake: blocks mouse SR-BI lipid uptake from DiI-HDL | hit rate 0.96% among 320,000 | inhibition, % at 12.5 µM | ldlA[mSR-BI] CHO cells, DiI-HDL uptake fluorescence, 3 h | Q61009;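 active = mean replicate inhibition of at least 70% and a set share of replicates each scoring 70 or more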;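 note: 0% = median of neutral control wells and 100% = median of positive control wells; values of inactives mirror those of a sister screen read the other way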
Target sequence (Q61009 whole entry, looked up): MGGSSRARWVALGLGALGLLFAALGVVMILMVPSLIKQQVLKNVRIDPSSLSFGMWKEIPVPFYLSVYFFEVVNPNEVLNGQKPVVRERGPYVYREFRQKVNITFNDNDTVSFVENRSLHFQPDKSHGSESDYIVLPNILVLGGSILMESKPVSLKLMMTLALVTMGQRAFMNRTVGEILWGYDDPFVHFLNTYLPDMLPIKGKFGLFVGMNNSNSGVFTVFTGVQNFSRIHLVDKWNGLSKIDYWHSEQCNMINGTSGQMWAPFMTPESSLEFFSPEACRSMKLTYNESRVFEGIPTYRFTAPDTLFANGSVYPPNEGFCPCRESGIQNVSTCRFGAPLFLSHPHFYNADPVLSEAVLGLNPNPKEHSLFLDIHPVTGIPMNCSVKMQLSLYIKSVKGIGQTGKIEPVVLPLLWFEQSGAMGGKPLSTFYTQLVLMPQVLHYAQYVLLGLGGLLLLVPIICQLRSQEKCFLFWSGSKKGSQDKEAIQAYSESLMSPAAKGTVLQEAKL
NSD2 inh: blocks human histone methyltransferase NSD2; O96028; NSD2 peptide methylation, AlphaScreen, 120 min; inhibition, % at 12.5 µM; hit rate 0.54% among 310,000; AID 743445; in the data active = inhibition above about 50%
CAL PDZ FP-1: blocks peptide binding to the human CAL PDZ domain | inhibition, % at 24.9 µM | purified CAL PDZ, TMR-peptide fluorescence polarization, 1 h | Q9HD26 | hit rate 0.92% among 300,000 | AID 602252;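 active = mean inhibition of at least 30% with at least half of replicates also reaching 30%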;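 note: 0% = DMSO neutral control and 100% = excess unlabeled competitor peptide PRC23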
SR-BI DiI-HDL act: enhances SR-BI lipid uptake from DiI-HDL; CHO ldlA[mSR-BI] cells, DiI-HDL uptake fluorescence, 3 h; 100 = double the neutral-control signal; activation, % at 12.5 µM; hit rate 0.096% among 320,000; AID 504775;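 active = mean replicate activation of at least 60% and every replicate at or above 60%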;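 note: 0% = median plate neutral-control signal and 100% = twice that signal; values of inactives mirror those of a sister screen read the other way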
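Test system: SR-BI-overexpressing, LDLR-lacking CHO cells; Also added: labelled HDL, 10 µg/mL; Measured by: bottom-read cell fluorescence after medium removal, ex 550/em 595 nm; Timing: 3 h uptake period with compound, 37 °C; Buffer or medium: F12, 0.5% BSA, 25 mM HEPES; Doses: single compound concentration, delivered by pin transfer.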
Rtt109 HAT inh: C. albicans Rtt109 histone acetyltransferase inhibition. inhibition, % at 34.9 µM. hit rate 0.16% among 330,000. purified Rtt109/Vps75, ThioGlo CoA-SH fluorescence, 4 h. Q5AAJ8;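 active = inhibition of at least 50% in every replicate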
Target sequence (Q5AAJ8 whole entry, looked up): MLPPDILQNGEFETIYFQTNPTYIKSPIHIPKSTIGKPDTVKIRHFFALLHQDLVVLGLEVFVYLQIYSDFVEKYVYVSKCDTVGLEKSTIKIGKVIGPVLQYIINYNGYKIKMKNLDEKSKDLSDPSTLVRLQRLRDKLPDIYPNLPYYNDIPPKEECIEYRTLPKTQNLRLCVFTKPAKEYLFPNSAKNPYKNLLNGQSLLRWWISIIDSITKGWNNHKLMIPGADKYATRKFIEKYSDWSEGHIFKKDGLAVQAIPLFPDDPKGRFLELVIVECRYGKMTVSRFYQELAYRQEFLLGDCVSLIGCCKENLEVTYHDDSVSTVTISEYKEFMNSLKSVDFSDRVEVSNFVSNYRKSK
PvdQ acylase: blocks Pseudomonas aeruginosa PvdQ acylase activity; purified PvdQ acylase, fluorescence plate reader; inhibition, % at 10 µM; hit rate 0.063% among 340,000; AID 488965; in the data active = inhibition above about 30%, passing the limit was not always enough;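 note: 0% = vehicle neutral wells and 100% = reference inhibitor wells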
CAL PDZ FP-2: human CAL PDZ-peptide interaction inhibition | Q9HD26 | purified CAL PDZ, TMR-peptide fluorescence polarization, 1 h | inhibition, % at 20 µM | hit rate 0.02% among 330,000 | AID 504414;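 active = highest replicate inhibition of at least 40%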;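 note: plate controls were DMSO neutral control wells for no effect and unlabeled competitor peptide control wells for full effect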
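Control set: unlabelled peptide and DMSO controls / Material: purified CerCALP PDZ construct / Timing: 1 h incubation at room temperature before polarization reading / Doses: 20 µM, one dose / Detection: fluorescence polarization (mP)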
MITF act: MITF TRPM1 promoter activation in melanoma cells. SK-MEL-5 TRPM1-promoter luciferase, 24 h; % of positive control, neutral wells = 0. activation, % at 12.5 µM. hit rate 0.75% among 300,000. AID 588334;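 active = mean activation of at least 80% with every replicate also reaching 80%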;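 note: 0% = neutral control wells and 100% = parthenolide positive control wells; values of inactives mirror those of a sister screen read the other way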
Numbers without * were called inactive.

How did O=C(CN(Cc1ccccc1)S(=O)(=O)c1ccc(Br)cc1)NCc1ccco1 do in these assays?
PfHsp90 set2: -52; dFosB activator: -17; SR-BI HDL uptake: 3; NSD2 inh: 1; CAL PDZ FP-1: 4; SR-BI DiI-HDL act: -3; Rtt109 HAT inh: 6; PvdQ acylase: -8; CAL PDZ FP-2: -3.7; MITF act: 7

Results for COc1ccc(-c2noc(CCC(=O)NC3CCCCC3)n2)cc1 ?
PfHsp90 set2: 13; dFosB activator: -7; SR-BI HDL uptake: -6; NSD2 inh: 1; CAL PDZ FP-1: 1; SR-BI DiI-HDL act: 6; Rtt109 HAT inh: -5; PvdQ acylase: -8; CAL PDZ FP-2: -2.3; MITF act: 20

Results for COC(=O)C1=C(C)N(c2ccccc2)/C(=C/c2cccs2)C1=O ?
PfHsp90 set2: 30; dFosB activator: 1; SR-BI HDL uptake: 0; NSD2 inh: 13; SR-BI DiI-HDL act: 0; Rtt109 HAT inh: -8; PvdQ acylase: 3; CAL PDZ FP-2: 0.2; MITF act: -9

How did CCc1ccc(CN(C)CCc2ccccn2)cc1 do in these assays?
PfHsp90 set2: -1; dFosB activator: 0; SR-BI HDL uptake: -6; NSD2 inh: 9; CAL PDZ FP-1: -2; SR-BI DiI-HDL act: 6; Rtt109 HAT inh: 20; PvdQ acylase: 3; CAL PDZ FP-2: -2.4; MITF act: 11

Results for COc1cccc(CNc2ncnc3cc(Cl)ccc23)c1 ?
PfHsp90 set2: -7; dFosB activator: -12; SR-BI HDL uptake: 5; NSD2 inh: -6; CAL PDZ FP-1: -1; SR-BI DiI-HDL act: -5; Rtt109 HAT inh: 1; PvdQ acylase: 3; CAL PDZ FP-2: -2.9; MITF act: -26

How did OC(COc1c(Br)cc(Br)cc1Br)CN1CCOCC1 (configuration not stated) do in these assays?
dFosB activator: -3; SR-BI HDL uptake: -4; NSD2 inh: -3; CAL PDZ FP-1: -1; SR-BI DiI-HDL act: 4; Rtt109 HAT inh: -1; PvdQ acylase: -8; CAL PDZ FP-2: -1.9; MITF act: 14

What do the screens show for `CCCOC(=O)c1[nH]c2c(c1C)C(=O)CC(c1cc(OC)c(OC)c(OC)c1)C2` (configuration not stated)?
dFosB activator: -9; SR-BI HDL uptake: 81*; SR-BI DiI-HDL act: -81; Rtt109 HAT inh: 1; PvdQ acylase: -1; CAL PDZ FP-2: -1.3

What do the screens show for `Cc1c[nH]c2cccc(OCC(CNC(C)(C)C)OC(=O)c3ccccc3)c12` (configuration not stated)?
PfHsp90 set2: 28; dFosB activator: -8; SR-BI HDL uptake: 46; NSD2 inh: 21; CAL PDZ FP-1: -2; SR-BI DiI-HDL act: -46; Rtt109 HAT inh: 1; PvdQ acylase: -1; CAL PDZ FP-2: 1.3; MITF act: -6

What do the screens show for `COc1ccc(N(CC(=O)NC2CCCC2)C(=O)Cn2nnc(-c3ccc(F)cc3)n2)cc1`?
PfHsp90 set2: 1; dFosB activator: -17; SR-BI HDL uptake: 48; NSD2 inh: -4; CAL PDZ FP-1: -5; SR-BI DiI-HDL act: -48; Rtt109 HAT inh: 26; PvdQ acylase: 4; CAL PDZ FP-2: -1.7; MITF act: -1

How did CN(C)C(=O)CCc1ccc2c3c([nH]c2c1)[C@]1(C)[C@@H](C(=O)N2CCOCC2)C[C@H](CC(=O)NC(C)(C)C)C(=O)N1CC3 do in these assays?
PfHsp90 set2: -4; dFosB activator: 3; SR-BI HDL uptake: -19; CAL PDZ FP-1: -3; SR-BI DiI-HDL act: 19; Rtt109 HAT inh: 0; PvdQ acylase: -9; CAL PDZ FP-2: 0.1; MITF act: 0

Results for CN(C)NC1=CC(=[N+]2CCCC2)CC(C)(C)C1 ?
dFosB activator: 4; SR-BI HDL uptake: 10; NSD2 inh: 4; CAL PDZ FP-1: 1; SR-BI DiI-HDL act: -10; Rtt109 HAT inh: -10; PvdQ acylase: 9; CAL PDZ FP-2: -0.8; MITF act: 4

Results for O=C(Nc1ccc2nn(-c3ccc(F)cc3)nc2c1)c1cccnc1 ?
PfHsp90 set2: 31; dFosB activator: 30*; SR-BI HDL uptake: 37; NSD2 inh: 0; CAL PDZ FP-1: -4; SR-BI DiI-HDL act: -37; Rtt109 HAT inh: 2; PvdQ acylase: -5; CAL PDZ FP-2: -3.5; MITF act: 22

How did C=CCOc1ccc(Cl)cc1CNC1CCCC1 do in these assays?
PfHsp90 set2: 12; dFosB activator: 3; SR-BI HDL uptake: -18; NSD2 inh: -2; CAL PDZ FP-1: 8; SR-BI DiI-HDL act: 18; Rtt109 HAT inh: -14; PvdQ acylase: -8; CAL PDZ FP-2: -2.2; MITF act: -8

How did CCN1CCN(S(=O)(=O)c2ccc(Cl)c(C(=O)NC3CCCCC3)c2)CC1 do in these assays?
dFosB activator: 0; SR-BI HDL uptake: -3; NSD2 inh: 2; CAL PDZ FP-1: -2; SR-BI DiI-HDL act: 3; Rtt109 HAT inh: 4; PvdQ acylase: -9; CAL PDZ FP-2: -1.8; MITF act: -11

Results for O=C(c1ccccc1)c1cc(F)c(N2CCOCC2)cc1Cl ?
PfHsp90 set2: -3; dFosB activator: 1; SR-BI HDL uptake: 27; NSD2 inh: -2; SR-BI DiI-HDL act: -27; Rtt109 HAT inh: 7; PvdQ acylase: -13; CAL PDZ FP-2: -1.3; MITF act: 8

What do the screens show for `CCN1CCN(Cc2c(C)[nH]c3ccc(C(=O)OC)cc3c2=O)CC1`?
dFosB activator: -12; SR-BI HDL uptake: 18; NSD2 inh: 17; CAL PDZ FP-1: 5; SR-BI DiI-HDL act: -18; Rtt109 HAT inh: -23; PvdQ acylase: -3

How did O=S(=O)(NCc1cccnc1)c1ccc(Cl)c(Cl)c1Cl do in these assays?
PfHsp90 set2: -3; dFosB activator: 0; SR-BI HDL uptake: 7; NSD2 inh: -2; CAL PDZ FP-1: 10; SR-BI DiI-HDL act: -7; PvdQ acylase: 18; CAL PDZ FP-2: -0.6; MITF act: -1

Results for CCc1ccccc1Nc1nc2ccccc2n1C(C)C ?
PfHsp90 set2: 14; dFosB activator: 6; SR-BI HDL uptake: 8; NSD2 inh: -1; CAL PDZ FP-1: -1; SR-BI DiI-HDL act: -8; Rtt109 HAT inh: 6; PvdQ acylase: -12; CAL PDZ FP-2: -1.2; MITF act: -11

How did CC(=O)NNc1cccc(Cl)n1 do in these assays?
PfHsp90 set2: 13; dFosB activator: 9; SR-BI HDL uptake: -5; NSD2 inh: -2; SR-BI DiI-HDL act: 5; Rtt109 HAT inh: -1; PvdQ acylase: 1; CAL PDZ FP-2: -0.8; MITF act: 0

How did CNS(=O)(=O)c1cn(CC(=O)NCc2ccc(F)cc2)cc1S(=O)(=O)NC do in these assays?
PfHsp90 set2: -16; dFosB activator: -1; SR-BI HDL uptake: -33; NSD2 inh: -1; CAL PDZ FP-1: -2; SR-BI DiI-HDL act: 33; Rtt109 HAT inh: -9; PvdQ acylase: -12; CAL PDZ FP-2: -1.0; MITF act: -4

What do the screens show for `CCOc1ccccc1N1CCN(C(=O)c2cc3c(s2)CCC3)CC1`?
PfHsp90 set2: 7; dFosB activator: -2; SR-BI HDL uptake: 6; NSD2 inh: -11; CAL PDZ FP-1: -3; SR-BI DiI-HDL act: -6; Rtt109 HAT inh: 6; PvdQ acylase: 10; MITF act: 3

What do the screens show for `Cc1ccc(S(=O)(=O)N2CCOCC2)cc1NC(=O)COC(=O)c1cncc(Br)c1`?
PfHsp90 set2: 7; dFosB activator: -5; SR-BI HDL uptake: 17; NSD2 inh: 1; CAL PDZ FP-1: -2; SR-BI DiI-HDL act: -17; Rtt109 HAT inh: 1; PvdQ acylase: -3; CAL PDZ FP-2: 0.4; MITF act: 1

What do the screens show for `Cc1ccc(NC2(C#N)C(=O)Nc3ccccc32)cc1C` (configuration not stated)?
PfHsp90 set2: 1; dFosB activator: -3; SR-BI HDL uptake: 8; NSD2 inh: 1; CAL PDZ FP-1: -6; SR-BI DiI-HDL act: -8; Rtt109 HAT inh: 6; PvdQ acylase: -11; CAL PDZ FP-2: -1.7; MITF act: 1

Results for Cc1cc2nc(-c3ccc(SCC(=O)N4CCOCC4)nc3)[nH]c2cc1C ?
PfHsp90 set2: 19; dFosB activator: 11; SR-BI HDL uptake: 11; NSD2 inh: -2; SR-BI DiI-HDL act: -11; Rtt109 HAT inh: 1; PvdQ acylase: -5; CAL PDZ FP-2: -0.2; MITF act: 29

Results for COc1cc(C(CC(=O)Nc2ncccc2C)N2Cc3ccccc3C2=O)cc(OC)c1OC (configuration not stated) ?
PfHsp90 set2: -42; dFosB activator: -3; SR-BI HDL uptake: -29; NSD2 inh: 1; CAL PDZ FP-1: 1; SR-BI DiI-HDL act: 29; Rtt109 HAT inh: -12; PvdQ acylase: -14; CAL PDZ FP-2: 0.8; MITF act: -3

What do the screens show for `CCCCCC(=O)N1CC2(C)CN(C(=O)CCCCC)CC(C)(C1)C2=O`?
PfHsp90 set2: -2; dFosB activator: 10; SR-BI HDL uptake: -24; NSD2 inh: -2; CAL PDZ FP-1: -3; SR-BI DiI-HDL act: 24; Rtt109 HAT inh: -1; PvdQ acylase: 9; CAL PDZ FP-2: -2.7; MITF act: -3

What do the screens show for `CC(Oc1ccc2ccccc2c1)C(=O)NNC(=O)Nc1ccccc1F` (configuration not stated)?
PfHsp90 set2: 19; dFosB activator: -10; SR-BI HDL uptake: -10; NSD2 inh: 1; CAL PDZ FP-1: 10; SR-BI DiI-HDL act: 10; Rtt109 HAT inh: 3; PvdQ acylase: -3; CAL PDZ FP-2: -2.2; MITF act: 1

Results for Cc1cc(NC(=O)c2c(F)cccc2Cl)n(-c2nc3ccccc3[nH]2)n1 ?
PfHsp90 set2: -31; dFosB activator: -9; SR-BI HDL uptake: 92*; NSD2 inh: 1; CAL PDZ FP-1: -2; SR-BI DiI-HDL act: -92; Rtt109 HAT inh: 9; PvdQ acylase: -16; CAL PDZ FP-2: -2.2; MITF act: 2

How did CCOC(=O)Cc1csc(NC(=O)/C=C/c2ccccc2Cl)n1 do in these assays?
PfHsp90 set2: -2; dFosB activator: -8; SR-BI HDL uptake: 24; NSD2 inh: 0; CAL PDZ FP-1: -4; SR-BI DiI-HDL act: -24; Rtt109 HAT inh: 6; PvdQ acylase: 5; CAL PDZ FP-2: 0.5; MITF act: 8

Random excerpt: 2 compounds from above
What do the screens show for `CCCCCC(=O)N1CC2(C)CN(C(=O)CCCCC)CC(C)(C1)C2=O`?
PfHsp90 set2: -2; dFosB activator: 10; SR-BI HDL uptake: -24; NSD2 inh: -2; CAL PDZ FP-1: -3; SR-BI DiI-HDL act: 24; Rtt109 HAT inh: -1; PvdQ acylase: 9; CAL PDZ FP-2: -2.7; MITF act: -3

What do the screens show for `CC(Oc1ccc2ccccc2c1)C(=O)NNC(=O)Nc1ccccc1F` (configuration not stated)?
PfHsp90 set2: 19; dFosB activator: -10; SR-BI HDL uptake: -10; NSD2 inh: 1; CAL PDZ FP-1: 10; SR-BI DiI-HDL act: 10; Rtt109 HAT inh: 3; PvdQ acylase: -3; CAL PDZ FP-2: -2.2; MITF act: 1
